Screening results deposited in PubChem by NCI.
NCI-60 one-dose screen, 48 h, at 10 µM unless noted. Numbers give growth in % (100 = growth as untreated, 0 = no growth, -100 = all killed).
SK-MEL-28: SK-MEL-28 melanoma; 81,000 compounds, 4.1% hits
M14: M14 melanoma; 80,000 compounds, 6.2% hits
UACC-257: UACC-257 melanoma | 78,000 compounds, 4.4% hits | AID 1794764
UACC-62: UACC-62 melanoma | 81,000 compounds, 5.4% hits
SK-MEL-5: SK-MEL-5 melanoma | 80,000 compounds, 6.4% hits
HOP-92: HOP-92 NSCLC cells | 71,000 compounds, 6.3% hits | AID 1794738
EKVX: EKVX NSCLC. 71,000 compounds, 3% hits. AID 1794765
A549/ATCC: A549/ATCC NSCLC; 81,000 compounds, 3.7% hits
The depositor's hits bear a star; . = no result given. How the source made its calls: active means growth percent below 10; inactive means the rest.

SMILES | SK-MEL-28 | M14 | UACC-257 | UACC-62 | SK-MEL-5 | HOP-92 | EKVX | A549/ATCC
COc1ccc(/C=N/N=C(\C)c2nnn(-c3ccc([N+](=O)[O-])cc3)c2C)cc1 | 103 | 105 | 101 | 94 | 98 | 122 | 100 | 98
O=C(Nc1ccc2ccccc2c1[N+](=O)[O-])c1ccccc1 | 102 | 88 | 89 | 79 | 70 | . | 68 | 91
O=C(Nc1ccc(NC(=O)c2ccccc2)c2ccccc12)c1ccccc1 | 105 | 108 | 93 | 101 | 103 | 90 | 110 | 97
Cc1cc[n+](-c2c3c(nc4ccccc24)-c2ccccc2C(C)(C)C3)cc1 | 119 | 113 | 117 | 99 | . | 102 | 104 | 116
O=C1c2c(c3c4cc(Br)ccc4[nH]c3c3ccc4ccccc4c23)C(=O)N1CCN1CCNCC1 | 96 | 88 | 98 | 79 | 91 | 83 | 86 | 54
O=C1OCN(c2ccc(Cl)cc2)c2ccccc21 | 108 | 102 | 110 | 77 | 100 | 92 | 59 | 80
NS(=O)(=O)c1ccc(Cn2c(SCC(=O)N/N=C/c3ccccc3)nc3ccccc3c2=O)cc1 | 116 | 111 | 100 | 89 | 99 | 132 | 84 | 95
CC(=O)C1CN(C)CCC1=O (stereo not drawn) | 88 | 104 | 92 | 92 | 102 | 102 | 97 | 84
COc1ccc(CCNC(=S)/N=C/C2=C(O)CC(C)(C)CC2=O)cc1OC | 110 | 95 | 93 | 98 | 101 | 99 | 101 | 90
CC(C)(C)NC1=NCCNC(c2ccccc2)=C1 | 111 | 104 | 104 | 108 | 102 | 95 | . | 104
CC(=O)c1cc2c(C)cc(=O)oc2cc1O | 113 | 109 | . | 94 | 107 | 81 | 112 | 76
CCCCCCCCCCN1CC2CCCCC2C1 (stereo not drawn) | 91 | 73 | 87 | 89 | 49 | 56 | 63 | 97

Sorted by molar mass (ascending): 5 of the compounds above.
SMILES | SK-MEL-28 | M14 | UACC-257 | UACC-62 | SK-MEL-5 | HOP-92 | EKVX | A549/ATCC
CC(=O)c1cc2c(C)cc(=O)oc2cc1O | 113 | 109 | . | 94 | 107 | 81 | 112 | 76
Cc1cc[n+](-c2c3c(nc4ccccc24)-c2ccccc2C(C)(C)C3)cc1 | 119 | 113 | 117 | 99 | . | 102 | 104 | 116
COc1ccc(CCNC(=S)/N=C/C2=C(O)CC(C)(C)CC2=O)cc1OC | 110 | 95 | 93 | 98 | 101 | 99 | 101 | 90
NS(=O)(=O)c1ccc(Cn2c(SCC(=O)N/N=C/c3ccccc3)nc3ccccc3c2=O)cc1 | 116 | 111 | 100 | 89 | 99 | 132 | 84 | 95
O=C1c2c(c3c4cc(Br)ccc4[nH]c3c3ccc4ccccc4c23)C(=O)N1CCN1CCNCC1 | 96 | 88 | 98 | 79 | 91 | 83 | 86 | 54

Returning to the listing; the three compounds before the break are reprinted first.
SMILES | SK-MEL-28 | M14 | UACC-257 | UACC-62 | SK-MEL-5 | HOP-92 | EKVX | A549/ATCC
CC(C)(C)NC1=NCCNC(c2ccccc2)=C1 | 111 | 104 | 104 | 108 | 102 | 95 | . | 104
CC(=O)c1cc2c(C)cc(=O)oc2cc1O | 113 | 109 | . | 94 | 107 | 81 | 112 | 76
CCCCCCCCCCN1CC2CCCCC2C1 (stereo not drawn) | 91 | 73 | 87 | 89 | 49 | 56 | 63 | 97
CCCCCNc1ccc(NCCCCC)c2c1C(=O)c1ccccc1C2=O | 114 | 109 | 105 | 94 | 102 | 95 | 90 | 98
COc1cc(-c2n/c(=C\c3c(O)[nH]c4ccccc34)cc3c2=Nc2ccccc2-3)ccc1F | 57 | 53 | 85 | 91 | 71 | 64 | 83 | 58
Clc1ccc2c(NCCCn3ccnc3)c3oc4ccc(Cl)cc4c3nc2c1 | 94 | 105 | 98 | 95 | 87 | 57 | 47 | 89
Fc1ccc(-c2nc(-c3nc4cc(Cl)c(Cl)cc4[nH]3)cc3c2[nH]c2ccccc23)cc1 | 92 | 78 | 87 | 80 | 76 | 61 | . | 64
Fc1ccccc1-c1nc(-c2nc3ccccc3[nH]2)c2ccccn12 | 92 | 94 | 97 | 62 | 70 | 57 | . | 75
O=C(CS(=O)(=O)c1oc(-c2ccc(Cl)cc2)nc1S(=O)(=O)c1ccccc1)N1CCCC1 | -100* | -31* | -78* | 47 | 84 | -73* | 75 | 79
C[C@]12CCC(=O)C=C1CC[C@@H]1[C@@H]2[C@@H](O)C[C@]2(C)/C(=C\CO)CC[C@@H]12 | 119 | 108 | 88 | 101 | 97 | 106 | 87 | 95
Cc1cc2nc(CC(=O)c3cccc([N+](=O)[O-])c3)c(=O)[nH]c2cc1C | 98 | 81 | 97 | 65 | 98 | 75 | 60 | 98
Cc1ccc2nc(C)c(-c3nnc(SCc4ccccc4)o3)n2c1 | 97 | 102 | 111 | 73 | 82 | 73 | 72 | 103
CC(C)NCC(O)c1cc(O)cc(O)c1 (stereo not drawn) | 107 | 95 | 107 | 106 | 109 | 85 | 104 | 107
O=C(NCCOCCOCCNc1cccc2c1C(=O)N(C1CCCNC1=O)C2=O)c1cc2c(o1)C(=O)c1ccccc1C2=O (stereo not drawn) | -29* | -53* | -84* | -82* | -99* | 22 | 18 | -45*
Nc1nc(N)nc(-c2cc(Cl)ccc2Cl)n1 | 118 | 118 | 99 | 96 | 105 | 87 | 99 | 98
CCC#CCn1cnc2c(OC)ncnc21 | 101 | 90 | 109 | 93 | 104 | 109 | 102 | 102
CCn1c2ccccc2c2cc(N)ccc21 | 112 | . | 96 | 83 | 85 | 67 | 84 | 99
NC(CCl)=NCCCC[C@H](N)C(=O)O | 99 | 95 | 87 | 99 | 97 | 93 | . | 92
Cc1ccc2oc(C)[n+](CCC(=O)O)c2c1 | 103 | 102 | 99 | 99 | 103 | . | . | 103
O=C1Nc2nc3ccccn3c2C(=O)[C@H](Cc2ccccc2)N1 | 114 | 93 | 90 | 104 | 97 | 87 | . | 99
COc1ccc(CNc2ccc(NC(=O)Nc3cc(OC)cc(OC)c3)cn2)cc1 | 95 | 92 | 94 | 84 | 94 | . | 106 | 80
CC(=O)Nn1cc(C(=O)c2ccccc2O)cc(-c2ccccc2)c1=O | 105 | 108 | 89 | 92 | 107 | 115 | 109 | 99
O=C(CSc1nnc(-c2c[nH]c3ccccc23)n1-c1ccccc1)c1ccc(Br)cc1 | 35 | 51 | 53 | 35 | 17 | 28 | 11 | 30
Cc1noc(C)c1C(=O)Nc1nc(-c2ccccc2)cs1 | 86 | 98 | 126 | 90 | 95 | . | 93 | 100
c1ccc(-c2nnc(Cn3c(Cc4cccc5ccccc45)nc4ccccc43)o2)cc1 | 99 | 86 | 78 | 80 | 75 | 25 | . | 76
C[C@]12C[C@H](c3ccoc3)OC(=O)[C@H]1CC[C@@]1(C)[C@@H]2C=C[C@@H](O)[C@]1(O)C(=O)O | 105 | 87 | 90 | 101 | 100 | 93 | 91 | 88
CCN(CC)c1ccc(NC(C)=O)cc1 | 104 | 106 | 118 | . | 102 | 108 | 100 | 111
CC(C)(C)c1ccc(OCCOC=O)cc1 | 112 | 107 | 93 | 95 | 107 | 84 | 103 | 89
Fc1cccc(COc2cccnc2NC(=S)NCc2ccccc2)c1 | 106 | 97 | 96 | 83 | 100 | 82 | 97 | 92
COc1ccc(-c2ccc(-c3ccc(C(=N)N)cn3)s2)cc1OC | 98 | 97 | 114 | 98 | 89 | 69 | 89 | 100
Nc1cccc(N2N=C(C(=O)O)CC2=O)c1 | 105 | . | 112 | 98 | 101 | 96 | 97 | 109
CCOC(=O)CC(C)=N | 101 | 102 | 102 | 102 | 100 | 99 | . | 101
NS(=O)(=O)Oc1ccc(-c2cn3ccoc3n2)cc1 | 104 | 106 | 101 | 92 | 101 | 123 | 101 | 99
COc1cccc(-c2nn(-c3ccccc3)cc2-c2ccnc(NCCNC(=O)c3ccccc3)c2)c1 | 88 | 55 | 50 | 57 | 34 | 53 | 67 | 42
COc1ccc2c(c1)c(-c1nc(-c3c[nH]c4ccncc34)cs1)cn2C | -96* | -84* | -79* | -76* | -97* | 36 | -53* | -86*
COc1ccc(/C=C/c2nc(N3CCOCC3)c3nc(Cl)c(Cl)cc3n2)cc1OC | 109 | 103 | 111 | 101 | 103 | 105 | . | 96
Clc1ccc2nc3ccccc3cc2c1 | 105 | 111 | 96 | 89 | 96 | 91 | 94 | 94
Cc1c(C(=O)Nc2cccc(S(=O)(=O)N3CCCC3)c2)nnn1-c1ccccc1 | 90 | 85 | 84 | 58 | 15 | 54 | 58 | 67
N#CC1(O)CCCCC1 | 109 | 96 | 90 | 106 | 106 | 97 | 101 | 92
Cc1c[nH]n2c(-c3ccccc3)cc(C)c(C#N)c2n[nH]1 | 112 | 93 | 104 | 96 | 108 | . | 99 | 109
O=C1Nc2ccccc2/C1=C/c1cccn1CCCCCCn1c2ccccc2c(=O)c2ccccc21 | 111 | 78 | 110 | 50 | 35 | 56 | 65 | 88
CC(C)(C)OC(=O)NC(C)(C)C(=O)NCCC(=O)O | 108 | 100 | 88 | 98 | 102 | 95 | 105 | 84
CCN(CC)c1cc(/C=C/c2ccc(OC)c(OC)c2)nc2cc(Cl)c(Cl)cc12 | 112 | 99 | 100 | 102 | 103 | 108 | . | 105
COc1ccc(-c2nnc3ccc(NNC(C)=O)nn23)cc1 | 109 | 119 | 122 | 89 | . | 121 | 95 | 107
COC(=O)c1ccc(C2SCC(=O)N2NC(=O)C(O)(c2ccccc2)c2ccccc2)cc1 (stereo not drawn) | 111 | 102 | 72 | 78 | 60 | 103 | 101 | 74
CCCCC/C=C\C/C=C\CCCCCCCCOc1ccc(CCOP(=O)(O)OCC[N+](C)(C)C)cc1 | 110 | 103 | 103 | 95 | 103 | 103 | 96 | 100
O=C1/C(=C/c2cccc(OCc3ccc(Cl)cc3)c2)N=C2SCCN12 | 92 | 98 | 92 | 70 | 79 | 95 | 85 | 85
COc1cccc(-c2cn3nc(-c4c[nH]c5ccc(Br)cc45)sc3n2)c1 | 104 | 73 | 96 | 75 | 95 | 77 | 69 | 84
O=c1[nH]cc(Cc2ccccc2)c(=O)[nH]1 | 114 | 98 | 102 | 116 | 101 | 117 | 111 | 101
Cc1ccc(-c2cc3nc(C(Cl)Cl)nc(-c4ccc(C)cc4)n3n2)cc1 | 105 | 108 | 107 | 93 | 97 | 123 | 99 | 80
O=C(O)c1ccc(-c2nn(-c3ccc(C(=O)O)cc3)cc2CNc2ccccn2)cc1 | 100 | 105 | 101 | 96 | 102 | 85 | 81 | 94
CC1(C)CC[C@@]23CC[C@@]4(C)[C@]5(C)CC[C@H]6C(C)(C)C(=O)CC[C@]6(C)[C@H]5CC(=O)[C@]4(OC2=O)[C@@H]3C1 | 104 | 95 | 91 | 85 | 107 | 63 | 100 | 87
O=[N+]([O-])c1ccccc1Nc1ccccc1 | 106 | 102 | 86 | 96 | 104 | 93 | 122 | 88
